Assay outcomes: PubChem, several laboratories
PfM18AAP inh: blocks P. falciparum M18 aspartyl aminopeptidase | recombinant PfM18AAP, H-Glu-NHMec fluorogenic cleavage | inhibition, % at 7.35 µM | actives 1.2% (n = 290,000) | AID 1822;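 active means inhibition above the campaign mean inhibition over all tested compounds plus 3 SD, cut at about 28% in these data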;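 further: 0% = plate median of test compound wells and 100% = 2 mM ZnCl2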
GPR7 antagonist: blocks human GPR7 receptor signaling; GPR7-expressing cells, fluorescence antagonist assay; inhibition, % at 4.4 µM; actives 1.1% (n = 290,000); in the data active means inhibition above about 16%, passing the limit was not always enough;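 further: cells stimulated with the agonist NPW; 0% = agonist with vehicle and 100% = vehicle without agonist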
Target sequence (P48145 whole entry, looked up): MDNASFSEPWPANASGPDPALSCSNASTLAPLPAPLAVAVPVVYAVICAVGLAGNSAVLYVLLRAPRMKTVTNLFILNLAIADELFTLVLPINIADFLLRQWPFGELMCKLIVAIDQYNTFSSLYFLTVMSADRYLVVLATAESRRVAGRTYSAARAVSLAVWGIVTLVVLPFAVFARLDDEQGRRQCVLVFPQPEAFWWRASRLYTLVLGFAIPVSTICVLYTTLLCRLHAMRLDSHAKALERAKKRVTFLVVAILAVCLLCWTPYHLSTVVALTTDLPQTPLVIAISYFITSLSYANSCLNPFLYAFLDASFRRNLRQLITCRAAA
pCIP destab: compounds decreasing mouse p/CIP protein stability; Q05BA5; F442A p/CIP-EGFP cells, EGFP fluorescence, 16 h; decrease of EGFP signal, % at 10 µM; actives 0.01% (n = 290,000);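 active means EGFP signal decrease of at least 30% at 10 µM or well 3 SD below plate mean, unless failing retest; inactive means the rest, including hits failing retest or dose response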; further: some compounds called inactive have numbers as strong as hits; many of its hits are not listed in these tables
IDE act: activators of human insulin-degrading enzyme in cells. HEK cells, FAbeta-B cleavage, fluorescence polarization; 0% vehicle, 100% cell-free pure enzyme wells. actives 0.073% (n = 340,000). activation, % at 5.96 µM;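 active means activation above the mean of all tested compounds plus 3 SD, set per screening campaign, cut at about 17% in these data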
IMP-1 inh: inhibitors of Pseudomonas aeruginosa IMP-1 metallo-beta-lactamase | purified IMP-1, nitrocefin hydrolysis, epi-absorbance fluorescence | inhibition, % at 5.6 µM | actives 0.45% (n = 290,000);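 active means inhibition above the mean plus 3 SD of all compounds in the same screening run, cut at about 4.5% in these data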;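 further: 0% = IMP-1 with DMSO and 100% = DMSO wells lacking enzyme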
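System: purified IMP-1 / Input: IMP-1 dispensed at 0.2 nM / Medium: 50 mM HEPES pH 7.1, 50 µM ZnSO4, 0.05% Brij 35 / Timing: 15 min enzyme–compound preincubation, then 25 min nitrocefin reaction, 25 °C / Technique: plate fluorescence quenching by hydrolysis product, ex 480/em 530 nm / Repeats: singlicate testing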
PHOSPHO1 block: blocks human PHOSPHO1 phosphatase activity | Q8TCT1 | recombinant PHOSPHO1, absorbance phosphatase assay | inhibition, % at 13.3 µM | actives 1.1% (n = 290,000) | AID 1565; in the data active means inhibition above about 60%
Target sequence (Q8TCT1 whole entry, looked up): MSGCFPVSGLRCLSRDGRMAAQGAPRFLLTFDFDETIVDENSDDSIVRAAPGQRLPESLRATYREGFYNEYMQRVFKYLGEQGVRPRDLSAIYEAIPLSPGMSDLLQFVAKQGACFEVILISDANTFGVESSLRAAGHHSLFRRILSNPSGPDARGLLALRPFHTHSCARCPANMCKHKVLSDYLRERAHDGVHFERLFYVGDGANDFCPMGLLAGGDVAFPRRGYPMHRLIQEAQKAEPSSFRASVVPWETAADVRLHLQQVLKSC
NALP1 inh: blocks the NALP1 inflammasome reconstituted in yeast; S. cerevisiae NALP1/ASC/caspase-1 growth, X-gal OD620, 72 h; inhibition, % at 10 µM; actives 0.61% (n = 280,000); AID 2071; in the data active means inhibition mostly above about 24%, no sharp cut-off; inactive means mostly below about 32%; further: some compounds called inactive have numbers as strong as hits
IDE cell inh: inhibits human insulin-degrading enzyme in HEK cells; FAbetaB cleavage, fluorescence polarization; AID 434962; P14735; actives 0.41% (n = 320,000); inhibition, % at 5.59 µM;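 active means percent inhibition above the average of all tested compounds plus 3 SD, set per screening campaign, cut at about 16% in these data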;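 further: IDE supplied by intact live HEK cells; FP after avidin binding of uncleaved biotin substrate so inhibition keeps polarization high; 0% = DMSO wells and 100% = 60 µM reference IDE inhibitor Ii1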
VIM-2 inh: inhibitors of Pseudomonas aeruginosa VIM-2 metallo-beta-lactamase; inhibition, % at 5.6 µM; AID 1527; purified VIM-2, nitrocefin hydrolysis, epi-absorbance fluorescence; actives 0.89% (n = 290,000);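 active means inhibition above the mean of all tested compounds plus 3 SD, cutoff set per screening run, cut at about 7.5% in these data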;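 further: red hydrolysis product quenches plate fluorescence so inhibitors raise well fluorescence; 0% = enzyme with DMSO and 100% = DMSO without enzyme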
Active calls of the source: *; . = not tested or not shown; & = joins results of further samples. Not a hit list; 5.3% or so of the library scored in one or more.

SMILES	PfM18AAP inh	GPR7 antagonist	pCIP destab	IDE act	IMP-1 inh	PHOSPHO1 block	NALP1 inh	IDE cell inh	VIM-2 inh
COCCN1C=C(C(=O)OC)C(c2ccc3c(c2)OCO3)C(C(=O)OC)=C1	38*	-8	2	-1	-4.2	-4	-15	1	-3.2
COC(=O)c1c(C)[nH]c(C(=O)NCCc2ccc(S(N)(=O)=O)cc2)c1C	-8	-8	-9	2	-2.4	-2	-19	-5	0.5
CCCCn1c(-c2ccc(OC(F)F)cc2)nc2c1c(=O)[nH]c(=O)n2CC(C)C	-10	4	-18	0	-2.6	15	7	-1	-4.4
COC(=O)c1ccc(OC(=O)c2ccccn2)cc1	1	12	-4	5	0.2	-60	-6	9	3.8
Cc1ccn2c(C(=O)N/N=C\c3ccc4c(c3)OCO4)c(C)nc2c1	-5	-8	-18	3	-3.9	-4	.	6	-4.4
O=C(C1=C(O)C(=O)N(CCN2CCOCC2)C1c1ccncc1)c1ccco1 (stereo not drawn)	2	-12	-9	4	-1.9	7	-4	-1	-1.9
CC(=O)Oc1cccc(N2C(=O)c3cccc4c([N+](=O)[O-])ccc(c34)C2=O)c1	4	60*	-134	-8	-3.4	.	13	12	0.6
COCc1ccc2oc(C(=O)O)cc2c1	-3	-1	-4	-2	-2.8	16	9	10	-2.1
Cc1ccc(NS(=O)(=O)c2cccc3nsnc23)cc1[N+](=O)[O-]	-4	-3	-17	4	-2.3	-9	16	2	-2.3
Cc1nnsc1Sc1ccccc1C(=O)O	3	3	-14	4	-3.9	53	13	0	-2.5
C/C(=N\NC(=O)c1ccc(OC2OCCOC2Oc2ccc(C(=O)N/N=C(\C)c3ccncc3)cc2)cc1)c1ccncc1 (stereo not drawn)	1	-10	-8	-1	-0.7	58	3	0	-0.9
COCCN(C(=O)Cc1cccs1)C(C(=O)NCc1ccc(OC)cc1)c1ccc(C)cc1 (stereo not drawn)	5	-10	-14	1	-3.1	37	22	-2	-1.4
CC(C)(C)c1ccc(OCCC(=O)Nc2cccc(S(=O)(=O)N3CCOCC3)c2)cc1	3	-12	4	4	-4.2	.	7	0	-3.9
O=C(NCc1ccccc1Cl)c1cc2ccccc2oc1=O	11	3	-17	1	-4.1	46	14	-1	-3.0
CCOc1ncccc1C(=O)NCCN1C(=O)S/C(=C/c2cccs2)C1=O	-4	1	-4	6	-4.3	-9	27	5	-0.1
Cc1cc(C)cc(NC(=O)CSCc2cnn(-c3ccccc3)c2-n2cccc2)c1	10	-7	-4	3	-2.5	-24	25	-5	-2.8
COc1ccc(C2=NN(C(=O)C(O)c3ccccc3)C(O)(C(F)(F)F)C2)cc1 (stereo not drawn)	-35	-3	-6	-5	-2.9	27	3	1	-2.9
CC1=C(C(=O)NCc2ccccc2)C(c2cc(Br)cc(Br)c2OC(C)C)NC(=O)N1 (stereo not drawn)	-11	6	-3	5	-2.6	-6	3	3	-2.8
CC(=O)N1CCc2cc(S(=O)(=O)C(C)CC(=O)Nc3ccc(OC(F)(F)F)cc3)ccc21 (stereo not drawn)	7	-10	-30	4	-0.9	1	12	-13	-2.6
CCN1CCN(c2nc(-c3ccc(F)cc3)cc(=O)[nH]2)CC1	2	-11	1	7	-2.8	.	-40	-1	-1.6

Record cards (already shown). Screens in order: PfM18AAP inh | GPR7 antagonist | pCIP destab | IDE act | IMP-1 inh | PHOSPHO1 block | NALP1 inh | IDE cell inh | VIM-2 inh
COCCN1C=C(C(=O)OC)C(c2ccc3c(c2)OCO3)C(C(=O)OC)=C1 as listed: 38* | -8 | 2 | -1 | -4.2 | -4 | -15 | 1 | -3.2
COCCN(C(=O)Cc1cccs1)C(C(=O)NCc1ccc(OC)cc1)c1ccc(C)cc1 (stereo not drawn) as listed: 5 | -10 | -14 | 1 | -3.1 | 37 | 22 | -2 | -1.4

New compounds follow:
SMILES	PfM18AAP inh	GPR7 antagonist	pCIP destab	IDE act	IMP-1 inh	PHOSPHO1 block	NALP1 inh	IDE cell inh	VIM-2 inh
Cc1cccc(N2CCN(C(=O)C3CCC(=O)N(Cc4ccccc4F)C3)CC2)c1C (stereo not drawn)	8	-16	-2	-11	-1.4	53	13	14	-1.0
CCCc1nc(SCC(=O)Nc2nccs2)c2ccccc2n1	-6	-6	5	-5	-2.4	24	0	-1	0.8
C/C(=N\NC(=O)COc1ccccc1-c1ccccc1)c1cccnc1	-2	9	-5	0	-1.8	21	11	3	-3.8
O=[N+]([O-])c1ccc(-c2csc(N3CCc4ccccc4C3)n2)cc1	-4	-9	-6	-4	-2.7	-1	14	8	-5.3
Cc1coc2c(C)c3oc(=O)c4c(c3cc12)CCCC4	.	.	19	2	.	-1	-3	2	.
O=c1c2ccccc2nnn1CSc1nnc(-c2ccco2)o1	-2	5	3	5	-0.5	25	12	4	-0.9
O=C(Cc1cc(=O)[nH][nH]1)N/N=C/C(Cl)=C/c1ccccc1	9&11	-9&-7	-1&-8	3&1	-3.4&-4.2	7&9	9&-3	-1&3	-0.5&-2.4
O=C(Cc1ccccc1)N/N=C/c1ccc([N+](=O)[O-])s1	-2	0	-20	2	-2.4	40	0	0	-4.3
Nc1c2nc(-c3ccccc3)[nH]c(=O)c2nc(=O)n1-c1ccccc1	-6	-3	-4	11	-1.2	24	.	0	-2.2
COc1ccccc1C(=O)NNC(=S)Nc1ccccc1	5	-4	1	-4	-3.1	-118	-4	.	-5.5
COc1cccc(-c2cccc(NC(=O)C3CCN(CC4CCOC4)CC3)c2)c1 (stereo not drawn)	6	-11	10	3	-3.5	40	5	3	-2.7
Cc1ccc(SCC(=O)c2c(C)nc3ccccn23)cc1	-1	-19	-9	2	-1.5	52	15	0	0.1
Cn1nnc(-c2ccc(OCc3ccccc3F)cc2)n1	-9	-15	-29	7	-5.9	0	0	-2	-1.1
CC/C(=N\n1nnnc1Nc1ccccc1)c1ccccc1	6	-10	12	6	-1.4	-13	16	-4	0.6
O=C(Nc1cnc2ccccn2c1=O)c1ccc(Cl)cc1	-1	-2	-6	-1	-2.5	24	0	-2	-3.9
NC(Cc1c[nH]c2ccccc12)C(=O)NCc1ccco1 (stereo not drawn)	1	1	-8	4	-1.4	22	5	2	-3.3
CC(CCc1ccccc1)NC(=O)CN1CCN(c2ccc(O)cc2)CC1 (stereo not drawn)	8	0	-12	1	0.7	28	7	8	1.6
Cc1cc(NC(=O)NC2(C(F)(F)F)Oc3ccc(Cl)cc3O2)no1 (stereo not drawn)	88*	8	-5	9	-0.3	-11	-2	-3	-3.0
O=C(Cc1c(F)cccc1Cl)Nc1ccc(S(=O)(=O)N2CCOCC2)cc1	2	1	0	1	-2.3	37	11	3	-2.7
N/C(=N\OC(=O)c1cccc2ccccc12)c1cccnc1	1	10	-2	3	-2.2	37	22	11	-5.1
CCOC(=O)N1CCN(C(=O)c2ccc([N+](=O)[O-])cc2Cl)CC1	-11	-3	5	0	-0.9	29	5	-6	-0.1
COC(CN(C)S(=O)(=O)c1cc2c3c(c1)CCC(=O)N3CCC2)OC	-14	-12	4	-2	0.2	24	15	-4	0.6
CC1C=CCC2C(=O)N(c3cc(Cl)ccc3O)C(=O)C12 (stereo not drawn)	1	-15	5	6	-0.9	6	7	6	0.0
CC1Oc2ccccc2N(CC(=O)N2CCCCCC2)C1=O (stereo not drawn)	-5	11	-3	3	1.5	22	28	-3	3.9
CC(C)n1nc(C(=O)OCC(=O)N(C)C2CCS(=O)(=O)C2)c2ccccc2c1=O (stereo not drawn)	-1	-4	-6	5	-0.7	-31	-20	3	-2.0
COc1ccccc1/C=C/C(=O)OCC(=O)NCc1ccco1	2	-7	-8	-4	-3.5	9	.	2	-6.4
CC(C)(C)C(=O)OCc1cn(-c2ccc(Cl)cc2)nn1	-5	-3	-11	4	-1.0	14	5	2	-4.5
CCC(C)(C)NC(=O)c1cccc(NC(=O)C(C)C)c1	3	-2	1	4	-1.5	41	-11	-6	-4.0
CCn1nnnc1SCC(=O)Nc1nc(-c2cccs2)cs1	0	-2	-4	2	-2.2	3	4	0	-1.4
O=C(CN1CCN(c2ccccc2)CC1)c1c[nH]c2ccccc12	0	5	-1	1	0.0	37	17	1	-1.6
COc1ccccc1/C=N/OC(=O)c1ccc(C)cc1	6	-7	3	2	-2.2	15	4	2	-3.4
Cc1cc(-c2ccc(C)c(S(=O)(=O)NCC3CCN(Cc4cccc(F)c4)CC3)c2)on1	2	6	-4	1	-4.1	2	19	9	-1.7
CCOc1ccc(NC(=O)CSc2nnc(Cn3cnc([N+](=O)[O-])n3)n2C)cc1	5	-8	-5	-1	-3.2	-8	13	-1	1.3
CCCC(=NCC(=O)O)C1=C(O)C(C(=O)OC)C(C)(C)CC1=O (stereo not drawn)	-6	-3	2	2	-3.7	9	-25	-5	-1.2
Cc1ccc(C(=O)Nc2cccnc2Oc2ccc(Cl)cc2)cc1	-16	-22	1	2	-0.2	1	28	-5	2.1
CN=C(C)C1=C(O)C(C(=O)OC)C(C)(C)CC1=O (stereo not drawn)	5	-11	-8	0	-1.2	-7	14	0	0.6
O=C(NCc1cccs1)c1cc(S(=O)(=O)N2CCCCC2)ccc1Cl	7	-2	-31	3	-2.9	-7	4	5	-3.0
COc1ccc(C(=O)OCC(=O)NC2CCCC2)c(OC)c1OC	-3	-9	-6	3	-2.1	20	16	0	-2.2
COc1ccc(C(=O)NCc2ccc3c(c2)CCO3)cc1	-3	0	-6	0	-0.8	8	11	3	1.0
CCOC(=O)N1CCN(C(=O)CN2C(=O)COc3ccc(C)cc32)CC1	-12	-7	-5	2	-2.2	-10	-8	-1	-2.2
Cc1ccc(/C=N/NC(=O)c2cc(-c3ccncc3)nc3ccccc23)o1	1	6	-3	4	0.1	.	-3	.	-3.1
O=C(NCc1ccccc1)C1CCN(S(=O)(=O)c2ccc(N3CCCC3=O)cc2)CC1	7	-1	-16	8	-3.2	37	-9	5	-3.3
N#Cc1cccc(Cn2nnc(-c3ccccc3)n2)c1	-8	-16	-2	4	-6.2	14	2	5	-0.4
COc1ccc(C(=O)Nc2nnc(CCc3ccccc3)s2)c(OC)c1	2	-23	-7	7	-2.8	34	2	3	-1.1
Cc1ccc(C)c(NC(=S)N2CCCCC2CO)c1 (stereo not drawn)	3	-7	-10	0	-0.6	13	-16	4	-0.6
Cc1cc(=O)c(C(=O)O)cn1Nc1ccc(F)cc1	8	5	3	-5	-1.4	17	32	2	2.5
CO/N=C/C(C#N)=C/c1cc(C(=O)c2ccc(F)cc2)cn1C	-5	9	-10	1	-1.6	1	4	2	1.1
Cc1onc(-c2c(Cl)cccc2Cl)c1C(=O)Nn1cnnc1	45*	-14	-7	1	-5.4	11	17	1	-4.5
COc1ccc(CN2CCN(C(=O)c3ccco3)CC2)cc1	-2	-5	-1	3	-2.0	11	-6	0	-1.2
COc1ccc(C(C)(C)C)cc1NC(=O)CCCn1c(=O)oc2ccccc21	-1	-7	0	3	-1.1	6	40	-1	-0.4
Brc1cnc(N2CCCC2)nc1N1CCOCC1	-2	-4	-2	0	-0.9	10	0	7	-0.9

Ordered by value in VIM-2 inh (ascending): 3 of the compounds above
SMILES	PfM18AAP inh	GPR7 antagonist	pCIP destab	IDE act	IMP-1 inh	PHOSPHO1 block	NALP1 inh	IDE cell inh	VIM-2 inh
COCc1ccc2oc(C(=O)O)cc2c1	-3	-1	-4	-2	-2.8	16	9	10	-2.1
COC(=O)c1c(C)[nH]c(C(=O)NCCc2ccc(S(N)(=O)=O)cc2)c1C	-8	-8	-9	2	-2.4	-2	-19	-5	0.5
COc1ccc(C(=O)NCc2ccc3c(c2)CCO3)cc1	-3	0	-6	0	-0.8	8	11	3	1.0
